# Abeta rescue = qHTS for compounds that reverse cellular toxicity of Amyloid beta (A-beta) peptide in yeast: Primary Screen | yeast expressing A-beta42, growth rescue, OD600, 48 h; response scale: 0% DMSO, 100% iron-clioquinol control | Potency, µM (series often up to 46.1 µM), for the others: at the top dose growth rescue, actives largely listed as activators | hit rate 0.063% among 410,000 | AID 1347071, 2019; also: potency is read from the fitted curve at half-maximal effect; nearly all actives have a fitted effect of over 55% in size
#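 Yeast A-beta toxicity model in growth medium with pinned compounds, 48 h at 30 C; growth read as absorbance at 600 nm. Normalized to FeCl3/clioquinol equimolar mix (positive) and DMSO (negative).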
# HepG2 viability = qHTS for Inhibitors of TGF-b: Cytotox Counterscreen. HepG2 CAGA-GFP viability, ATP luminescence, 18 h. Potency, µM (highest dose often 46.1 µM), for inactives: at the highest dose activity change, negative = cytotoxicity, hits mostly cytotoxic. hit rate 0.76% among 410,000; also: potency is read from the fitted curve at half-maximal effect; some results filed as inactive show a strong effect at the top dose
#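 CellTiter-Glo luminescence gave cytotoxicity after 18 hours at 37 degrees C. The cells were HepG2 CAGA-GFP in 1% FBS DMEM, stimulated with 500 pg/mL TGF-beta after compound addition. %Activity was normalised to no-cell wells (complete cell-killing) and DMSO (no toxicity), and curves were fitted and classified.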
# TGFb inhibitor = qHTS for Inhibitors of TGF-b; Potency, µM (doses to about 46.1 µM), inactives show at the highest dose activity, negative = inhibition, usual class: inhibitors; HepG2 CAGA-GFP TGF-b/SMAD3 reporter, GFP fluorescence, 18 h; TGF-beta stimulated, 500 pg/mL final; hit rate 1.2% among 410,000; also: potency is read from the fitted curve at half-maximal effect; % is scaled to controls: 0 for no effect and ±100 for the full control effect; nearly all actives have a fitted effect of over 65% in size
#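 Inhibition was scored as loss of TGF-beta-induced (500 pg/mL final, 18 hours, 37 degrees C) GFP in HEPG2 cells carrying a CAGA-GFP reporter, in DMEM with 1% FBS. Well GFP was summed per cell; Activity was normalised to unstimulated and stimulated DMSO wells, then concentration-response fitting.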
# CCT modulator = High-Throughput Screening for Modulators of Cytosolic Chaperonin Activity; purified chaperonin ATPase assay, HTRF ADP detection, 30 min; activity change, % (test concentration not listed), hits read low; hit rate 0.3% among 360,000; AID 651819, 2012; in the data active = activity change below about -30%; also: % is scaled to controls: 0 for no effect and ±100 for the full control effect
#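 First, chaperonin was dispensed at 40 nM or 20 nM final depending on batch activity. Next, compounds were pinned at 76 uM and ATP added at 10 uM. After 30 min at 37 °C, ADP detection reagents ran 30 min at ambient temperature.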
# Nrf2 activator = qHTS of Nrf2 Activators; AREc32 ARE-luciferase reporter (MCF7-derived line), luminescence, 24 h; Potency, µM (top dose mostly 46.1 µM), without a hit: at the highest dose activation, hits mostly activators; hit rate 0.31% among 410,000; also: potency is read from the fitted curve at half-maximal effect; % of control where 0% means no effect; nearly all actives have a fitted effect of over 65% in size
#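 Nrf2 activation is followed as ARE-luciferase induction in the AREc32 line after one day of compound treatment; luminescence is read with Steady-Glo.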
# Nrf2 inh = Nrf2 qHTS screen for inhibitors. A549 ARE-Fluc reporter, luciferase luminescence, 18-24 h. Potency, µM (series often up to 46 µM), without a hit: at the highest dose activity change, negative = inhibition, usual class: inhibitors. hit rate 2.1% among 360,000. AID 504444, 2011; also: potency is read from the fitted curve at half-maximal effect; % is scaled to controls: 0 for no effect and ±100 for the full control effect; nearly all actives have a fitted effect of over 60% in size
#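 Two sequential reads on A549 ARE_Fluc cells exposed to compound for 18-24 h: a CellTiter-Fluor fluorescence read for viability, then a luciferase luminescence read for Nrf2/ARE activity.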
# Mm-Cpn inhibitor = Inhibitors of TCP-1 ring complex (TRiC) of Methanococcus maripaludis (MmCpn): qHTS; Chaperonin Mm-Cpn (Methanococcus maripaludis); purified Mm-Cpn ATPase, ADP Transcreener TR-FRET; Potency, µM (doses to about 76.9 µM), without a hit: top-dose activity, negative = inhibition, most hits filed as inhibitors; hit rate 0.031% among 330,000; AID 504842, 2011; also: potency is read from the fitted curve at half-maximal effect; % is scaled to controls: 0 for no effect and ±100 for the full control effect; nearly all actives have a fitted effect of over 80% in size
#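 25 nM Mm-CPN + cpd, 10 min 37°C; + 10 uM ATP, 30 min 37°C; buffer 30 mM Tris pH 7.4, 100 mM KCl, 5 mM MgCl2, 1 mM DTT; Transcreener ADP HTRF detection 30 min RT.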
# Akt phos inh = HTS Assay for Inhibitors of Akt Phophorylation: Primary Screen; AID 651550, 2012; Neuro2A IGF-stimulated pAkt S473 HTRF, 20 min; active compounds read low; activity change, % for hits at 50 µM; hit rate 0.32% among 360,000; in the data active = activity change below about -80%; inconclusive = mostly about -51% to -80%; also: % is scaled to controls: 0 for no effect and ±100 for the full control effect
#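 Neuro2A cells (4,500/well, DMEM with 0.5% FBS) were treated with compound at a single 50 µM final concentration, stimulated with 6 nM IGF for 20 min at 37 °C, and lysed. Phospho-Akt Ser473 was read by HTRF as 665/615 ratio ×10^4.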
# A549 viability = Nrf2 qHTS screen for inhibitors: counterscreen for cytotoxicity; A549 ARE-Fluc cells, CellTiter-Fluor viability, 18-24 h; Potency, µM (highest dose often 46 µM), for the others: at the highest dose activity change, negative = cytotoxicity, actives largely listed as inhibitors; hit rate 0.16% among 390,000; AID 504648, 2011; also: potency is read from the fitted curve at half-maximal effect; % is scaled to controls: 0 for no effect and ±100 for the full control effect
#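 A549 ARE-Fluc cells in 5% FBS OPTI-MEM, 5000 cells/well, rested 2 h then exposed to compounds in concentration-response for 18-24 h at 37 °C. Viability by CellTiter-Fluor fluorescence (Ex 405/Em 525) after 30 min; luciferase luminescence (BugLite, 15 min, RT) read afterwards.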
# * marks the source's active call; other numbers are inactive results; i = inactive; ? = inconclusive; . = no result given; & = joins results of further samples; [ ] = remark or other dose. Unless noted, calls follow the shape of the dose curve; as a rule, active = well fitted curve in the direction sought with a large enough effect; inconclusive = small, poorly fitted or top-dose-only effect, or another doubt; inactive = no such curve, though single readings can be large; an effect the other way counts as inactive or inconclusive.
# Fields: A549 viability	TGFb inhibitor	Akt phos inh	CCT modulator	Nrf2 inh	HepG2 viability	Nrf2 activator	Abeta rescue	Mm-Cpn inhibitor
CN(C)/C=C1\C(=O)N(c2ccc([N+](=O)[O-])cc2)N=C1c1ccccc1
  -21%	?	i	-2.2	?	-37%	7.5%	-14%	-5%
C#CCOCCOCCOCCNc1nc(N2CCN(C(=O)C(CCC(=O)O)n3cc(C(N)CC(C)C)nn3)CC2)nc(N2CCN(C(=O)C(Cc3cc4ccccc4[nH]3)n3cc(C(N)Cc4ccc(O)cc4)nn3)CC2)n1 (stereo not drawn)
  -1%	-7%	i	-1.7	1%	0%	-1.1%	-11%	.
CCCNC(=O)C1CCC(Cn2c(=O)c3sccc3n(Cc3ccccc3C)c2=O)CC1 (stereo not drawn)
  9%	-1%	.	.	?	5%	0.0%	4%	.
COc1ccc(CCNC(=S)Nc2ccc(C)cc2C)cc1
  11%	-12%	i	-1.0	-4%	-19%	-0.2%	?	-1%
COc1cccc(/C=N/NC(=O)C(c2ccncc2)N2CCOCC2)c1 (stereo not drawn)
  0%	0%	i	0.9	19%	-33%	-0.7%	2%	-2%
CCOC(=O)C1CCCN(CCC(=O)Nc2c(C(=O)OC)[nH]c3cc(OC)ccc23)C1 (stereo not drawn)
  -3%	-3%	i	0.5	-16%	-35%	0.0%	27%	0%
Cc1cc(NC(=O)CSc2nnc(-c3cccnc3)n2N)no1
  0%	2%	i	-2.3	.	1%	-1.6%	-2%	-1%
CCN(c1ccccc1)S(=O)(=O)c1ccc(OC)c(NC(=O)c2ccco2)c1
  .	10%	i	1.8	.	-3%	4.1%	5%	.
O=C(NCc1ccc(F)cc1)C(=O)NCC1OCCN1C(=O)c1cccs1 (stereo not drawn)
  0%	0%	i	-2.6	-2%	4%	-0.1%	1%	0%
CCCNC(=O)c1cc(C)no1
  0%	0%	i	0.0	22%	-6%	-0.2%	0%	2%
CCS(=O)(=O)c1ccc(Sc2nncn2C)c([N+](=O)[O-])c1
  5%	1%	i	-1.1	-3%	-15%	?	-20%	2%
Cc1cc(C)n(-c2nc3ccccc3nc2Nc2ccc3[nH]c(=O)[nH]c3c2)n1
  ?	48%[activator]	.	-1.7	?	-75%	2.5%	1%	0%
O=c1cc(CO)[nH]cc1OCc1ccccc1
  0%	?	i	0.9	13%	-163%	0.0%	-10%	-3%
CCCN1C(=O)C(O)(CC(=O)c2ccc(CC)cc2)c2cc(Br)ccc21 (stereo not drawn)
  -3%	?	.	.	.	-103%	-0.1%	25%	.
CCN1C(=O)[C@H]2[C@@H](c3ccc(-c4ccc(C(C)=O)cc4)c(OC)c3)N3CCCC[C@@]3(C(=O)OC)[C@H]2C1=O
  -2%	-22%	i	-2.7	?	-20%	0.4%	4%	-3%
O=C(NCc1cccc(Cl)c1)C1CCN(c2nnc(N3CCCC3=O)s2)CC1
  -15%	10%	i	-0.1	-17%	-11%	-0.7%	-8%	0%
CC1CCC(NC(=O)c2ccc(CNc3c(NC4CCCCC4)c(=O)c3=O)cc2)CC1 (stereo not drawn)
  11%	11%	i	-2.9	16%	-2%	-0.1%	1%	0%
CCN(CC)CCC(=O)Nc1cccc2c1C(=O)c1ccccc1C2=O
  21µM*	?	i	0.8	16µM*	-82%	-1.6%	-22%	0%
Cc1ccc(OCC(=O)Nc2ccc(S(=O)(=O)Nc3cc(C)nc(C)n3)cc2)cc1
  -3%	-1%	i	1.8	12%	3%	0.0%	2%	?
CCN(C(=O)CN1C(=O)COc2ccc(S(=O)(=O)N3CCOCC3)cc21)c1ccc(OC)cc1
  0%&7%	-2%&-5%	i	2.8	?	0%&-5%	0.5%&-0.7%	7%&-12%	2%
Cc1cc(C)nc(NS(=O)(=O)c2ccc(NC(=O)Nc3ccccc3F)cc2)n1
  2%	3%	i	1.4	2%	-29%	0.1%	-6%	-1%
COC(=O)Cc1ccc(NC(=O)c2ccc(C)c(C)c2)cc1
  -5%	0%	.	-6.7	1%	-27%	-0.7%	-2%	2%
COc1ccccc1CCNC(=O)COc1cccc2c1OC(C)(C)C2
  2%	2%	i	-1.8	-4%	-11%	-0.1%	5%	0%
CCOC(=O)c1c(C)nsc1NC(=O)C1CCCCC1
  6%	-11%	i	-1.6	-23%	-21%	-0.4%[9.22 µM]	-9%	0%
COc1cc(OC)cc(C(=O)Nc2ccccc2-c2nnn(CC(N)=O)n2)c1
  2%	2%	i	1.3	?	21%	-0.3%	1%	-2%
O=S(=O)(NCC(c1ccc2c(c1)OCO2)N1CCOCC1)c1ccc(F)cc1 (stereo not drawn)
  0%	11%	i	2.0	-5%	12%	-0.5%	0%	-1%
CCc1cccc(NC(=O)Cn2c(-c3ccc(F)cc3)cc(C(C)=O)c2C)c1
  -3%	-32%	.	.	.	-61%	-0.5%	-13%	.
CCC(C(=O)Nc1cc(C)cc(C)n1)c1ccccc1 (stereo not drawn)
  0%	3%	i	0.2	-10%	-4%	-0.6%	?	.
O=C(NCc1cccs1)c1ccc(CSc2nc3ccncc3n2Cc2ccccc2)cc1
  -1%	?	.	.	7%	-20%	11%	-12%	.
Cc1cc(=O)oc2cc(OCC(=O)N3CCN(C(=O)C4COc5ccccc5O4)CC3)c(Cl)cc12 (stereo not drawn)
  0%	12%	i	-2.6	?	11%	-0.4%	7%	-2%
Cc1[nH]c2ccccc2c1/C=N/NC(=O)CNC(=O)Cc1ccccc1
  3%	0%	i	1.1	-1%	-10%	0.1%	6%	0%
COc1cc(Cl)c(C)cc1NC(=O)COC(=O)c1cc[n+]([O-])cc1
  -1%	7%	i	-1.7	0%	6%	2.0%	-7%	0%
COc1ccc(OC)c(C(C)NC(=O)Nc2cccc(C(C)=O)c2)c1 (stereo not drawn)
  -4%	?	i	-1.3	6%	-4%	0.1%	6%	-5%
CC1CC(C(F)F)n2nc(C(=O)Nc3sc4c(c3C#N)CCC(C(C)(C)C)C4)nc2N1 (stereo not drawn)
  -7%	8%	i	-2.1	-1%	-11%	-0.5%	3%	0%
COc1ccc(NC(=O)C2Cc3c(-c4ccncc4)ccnc3O2)cc1OC (stereo not drawn)
  .	24%	i	0.4	.	18%	3.4%	-10%	.
Fc1ccc(Nc2nc(-c3ccncc3)nc3ccccc23)cc1F
  9%	4%	i	-3.2	-13%	-11%	3.2%	8%	1%
CC1CCN(S(=O)(=O)c2cn(CC(=O)Nc3cccc(C#N)c3)cn2)CC1
  5%	6%	i	0.5	7%	6%	0.4%	-1%	-8%
CCOC(=O)COc1ncn(-c2ccccc2)n1
  -6%	6%	i	-1.7	7%	-35%	0.3%	3%	-2%
COc1ccc(C(=O)NN(C)c2nc(C(F)(F)F)nc3ccccc23)cc1
  ?	?	i	-0.7	?	-23%	-0.4%	14%	1%
CCCCNC(=O)Cn1cnc2ccc(S(=O)(=O)N3CCC(C)CC3)cc2c1=O
  6%	-5%	i	1.2	-19%	-17%	-0.6%	-15%	-5%

# Continued; the last two above are carried over.
# Fields: A549 viability	TGFb inhibitor	Akt phos inh	CCT modulator	Nrf2 inh	HepG2 viability	Nrf2 activator	Abeta rescue	Mm-Cpn inhibitor
COc1ccc(C(=O)NN(C)c2nc(C(F)(F)F)nc3ccccc23)cc1
  ?	?	i	-0.7	?	-23%	-0.4%	14%	1%
CCCCNC(=O)Cn1cnc2ccc(S(=O)(=O)N3CCC(C)CC3)cc2c1=O
  6%	-5%	i	1.2	-19%	-17%	-0.6%	-15%	-5%
Cc1cc(C(=O)CN2C(=O)NC3(CCCCC3)C2=O)c(C)n1Cc1ccco1
  -1%	-10%	i	-0.4	?	-1%	2.3%	19%	1%
O=C(Cn1c2[n+](c3ccc(C(F)(F)F)cc31)CCCCC2)c1cccc([N+](=O)[O-])c1
  19%	0%	i	-3.8	2%	1%	2.0%	-27%	1%
CC(=O)Nc1ccc(S(=O)(=O)N2CCC(c3ccncc3)CC2)cc1
  2%	?	.	.	.	-13%	0.7%	-4%	.
CCCCCCCCC(=O)N/N=C/c1cccc(Br)c1
  -12%	-7%	i	-1.6	21µM*	-43%	0.4%	9%	2%
COc1ccc(CCN(C)C(=O)c2c(C)nn(-c3ccccc3)c2C)cc1OC
  1%	4%	i	2.1	16%	9%	1.8%	-5%	-29%
COc1ccc(CNC(=O)C2(C)Cc3c(-c4cccc(C(N)=O)c4)ccnc3O2)cc1OC (stereo not drawn)
  .	-11%	i	-2.9	.	-9%	6.5%	-17%	.
O=C(Nc1ccccc1Cl)c1ccc(-c2ccccn2)s1
  2%	20%	i	-0.5	?	-11%	?	-1%	-5%
C[C@H](CO)N1C[C@H](C)[C@@H](CN(C)S(=O)(=O)c2ccccc2)Oc2ccc(NS(=O)(=O)c3cccs3)cc2C1=O
  -4%	?	i	1.1	-9%	-7%	1.2%	-5%	2%
COc1cc([N+](=O)[O-])ccc1NC(=O)C[n+]1cccc(C)c1
  -5%	0%	i	0.6	1%	0%	-0.2%	-3%	2%

# Screens: PubChem BioAssay, National Center for Advancing Translational Sciences (NCATS)
